Screens deposited in PubChem by Sanford-Burnham Center for Chemical Genomics.
TIM10 inh: TIM10 yeast growth inhibition; S. cerevisiae TIM10 strain growth, BacTiter-Glo luminescence, 24 h; AID 463195; inhibition, % at 10 µM; hit rate 1.4% among 330,000;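 active means inhibition of 40% or more at the single tested concentration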;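 further: wild-type TIM10 isogenic control strain grown at permissive 25 °C; 0% = DMSO yeast wells and 100% = minimal medium wells without yeast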
GRIN3A LBD mod: modulates the human NR3A ligand-binding domain. NR3A LBD differential scanning fluorimetry, Tm shift; 0% = protein alone, 100% = glycine-bound protein. Tm shift relative to glycine control, % at 25 µM. hit rate 2.5% among 340,000. AID 1259313;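 active means melting temperature shift of at least 10% of the positive control shift, at one fixed dose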
tim23-1 inh: growth inhibitors of tim23-1 mutant yeast; S. cerevisiae tim23-1 growth, BacTiter-Glo luminescence, 24 h; inhibition, % at 20 µM; hit rate 1.3% among 330,000;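 active means growth inhibition of the mutant yeast at or above 50%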;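 further: temperature-sensitive mutant grown at 25 °C; plate controls were DMSO-treated mutant yeast for no effect and medium wells lacking yeast for full effect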
APJ agonist: activates the human apelin receptor APJ; activation, % at 20 µM; CHO-K1 APJ PathHunter beta-arrestin, luminescence; 0% DMSO wells, 100% apelin; hit rate 0.11% among 330,000; P35414;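 active means activation more than six SD over the plate average, tested at 20 µM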;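 further: 0% = DMSO alone and 100% = apelin-13 at 10 nM; some results filed as inactive read as strong as hits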
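Test system – PathHunter CHO-K1 APJ (AGTRL-1) beta-arrestin reporter cells · Input – 1000 cells/well · Compound – single test compound dose, 20 µM final, 1% DMSO · Times – compound stimulation 90 min at 25 °C, detection 60 min · Technique – beta-gal luminescence · Read-out basis – APJ–arrestin association signal · Control set – negative DMSO alone, positive Apelin-13 at 10 nM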
NLRP3 yeast inh: blocks the NALP3 inflammasome reconstituted in yeast; hit rate 0.39% among 330,000; inhibition, % at 10 µM; Yeast reconstituted NLRP3/ASC/caspase-1, beta-gal luminescence, 24 h;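 active means inhibition of 50% or more; inactive means inhibition below 50%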;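 further: plate controls were induced DMSO wells for no effect and uninduced yeast grown without galactose for full effect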
Mdm2 MdmX PPI: inhibitors of human Mdm2/MdmX interaction | SaOS-2 split-luciferase Mdm2/MdmX complementation, luminescence | inhibition, % at 8 µM | AID 485346 | hit rate 3% among 330,000;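 active means inhibition of at least 50% at 8 µM in the primary screen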
Target sequence (O15151 whole entry, looked up): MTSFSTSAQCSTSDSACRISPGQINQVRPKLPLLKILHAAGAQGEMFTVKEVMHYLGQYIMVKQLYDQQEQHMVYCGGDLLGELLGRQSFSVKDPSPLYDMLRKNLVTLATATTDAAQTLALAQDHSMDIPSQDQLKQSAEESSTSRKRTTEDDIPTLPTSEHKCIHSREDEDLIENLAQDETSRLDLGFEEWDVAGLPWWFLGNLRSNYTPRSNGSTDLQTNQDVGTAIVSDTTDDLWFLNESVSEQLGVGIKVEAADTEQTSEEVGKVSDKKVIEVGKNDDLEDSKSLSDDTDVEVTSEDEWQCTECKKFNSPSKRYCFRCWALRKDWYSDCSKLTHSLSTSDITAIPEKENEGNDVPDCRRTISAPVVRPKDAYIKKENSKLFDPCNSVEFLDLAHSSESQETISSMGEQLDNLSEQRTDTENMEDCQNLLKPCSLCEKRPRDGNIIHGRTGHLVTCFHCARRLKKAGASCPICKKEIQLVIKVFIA
Target sequence (Q00987 whole entry, looked up): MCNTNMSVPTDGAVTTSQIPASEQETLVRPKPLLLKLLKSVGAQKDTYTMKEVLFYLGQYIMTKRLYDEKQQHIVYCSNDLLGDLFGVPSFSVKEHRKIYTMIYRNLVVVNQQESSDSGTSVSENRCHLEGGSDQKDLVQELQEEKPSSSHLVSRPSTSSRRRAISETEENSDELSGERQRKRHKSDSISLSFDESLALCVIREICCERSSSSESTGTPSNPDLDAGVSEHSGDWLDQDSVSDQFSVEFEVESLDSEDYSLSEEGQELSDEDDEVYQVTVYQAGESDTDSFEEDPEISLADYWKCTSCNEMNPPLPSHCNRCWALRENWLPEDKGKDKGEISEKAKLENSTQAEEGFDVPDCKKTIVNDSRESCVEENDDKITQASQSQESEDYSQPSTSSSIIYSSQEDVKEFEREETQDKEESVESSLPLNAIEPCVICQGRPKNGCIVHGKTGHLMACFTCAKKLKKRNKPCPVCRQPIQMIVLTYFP
UPR CHOP act: apoptotic UPR (CHOP) activation | CHO-CHOP luciferase reporter, luminescence; percent of tunicamycin response over DMSO baseline | activation, % at 10 µM | hit rate 0.34% among 330,000;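 active means at 10 µM dose, activation of 40% or more, normalized to positive control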;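 further: 100% = tunicamycin at 10 µg/mL and 0% = DMSO alone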
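System: CHO CHOP reporter cells. Amount: 500 cells per well. Buffer or medium: F12 medium, 10% FBS. Compound dosing: one dose, 10 µM in 0.5% DMSO. Incubation: 6 h compound exposure at 37 °C after overnight seeding. Technique: Steady-Glo luciferase luminescence. Benchmarks: tunicamycin and DMSO controls.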
XBP1 UPR activ: activators of adaptive arm of unfolded protein response (XBP1) | CHO-XBP1 luciferase reporter, IRE1-XBP1 UPR activation, luminescence; percent of tunicamycin response, DMSO as zero | activation, % at 20 µM | hit rate 0.33% among 330,000 | AID 463104;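 active means versus positive control, 20 µM dose yields 30% or more activation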;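 further: 100% = tunicamycin at 10 µg/mL and 0% = DMSO only wells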
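assay system = CHO-XBP1 luciferase reporter cells | amount = 1000 cells/well | buffer or medium = F12 plus 10% FBS | compound dosing = single point, 20 µM final compound, 1% DMSO | incubation = 16-18 h cell attachment at 37 °C, then 6 h compound exposure | detection = Steady-Glo luminescence read | controls = tunicamycin 10 µg/mL and vehicle-only wells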
tim10-1 inh: inhibits growth of tim10-1 mutant yeast; S. cerevisiae tim10-1 ts strain growth, BacTiter-Glo, 24 h; inhibition, % at 20 µM; hit rate 2.2% among 330,000;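 active means inhibition of at least 40%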;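 further: mutant grown at 25 °C; 0% = DMSO wells with yeast and 100% = wells holding no yeast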
* = called active by the depositor.

Order of results: TIM10 inh	GRIN3A LBD mod	tim23-1 inh	APJ agonist	NLRP3 yeast inh	Mdm2 MdmX PPI	UPR CHOP act	XBP1 UPR activ	tim10-1 inh
> Cc1cc(C(=O)CSc2nc3ccccc3[nH]2)c(C)n1CC1CCCO1 (stereo not given)
    29	2	16	21*	6	38	-3.0	-4	3
> CN(Cc1ccccc1)Cc1nc2c(c(=O)n(C)c(=O)n2C)n1CCCc1ccccc1
    29	0	26	-4	12	15	0.2	1	34
> COc1ccc2oc(C(=O)NC3(C)CCS(=O)(=O)C3)c(C)c2c1 (stereo not given)
    -9	1	-2	2	22	-9	0.2	-3	9
> O=C(Nc1nc2nccc(-c3ccccc3)n2n1)c1ccccc1
    15	1	-13	-2	3	-79	3.9	1	-5
> CNC(=S)N1N=C2c3ccccc3CCC2C1c1ccccc1Cl (stereo not given)
    -6	1	-3	-2	12	3	0.2	-6	-5
> O=C(CCCN1C(=O)c2ccccc2C1=O)Nc1ccc(S(=O)(=O)N2CCOCC2)cc1
    8	0	12	-4	-10	-20	-1.1	0	14
> COc1ccc(CCNC(=O)COC(=O)CCC(=O)c2ccc(F)cc2)cc1
    4	-1	6	-5	-17	-27	-0.8	-2	12
> O=C(C1=C[C@@H](c2ccccc2)C[C@@H](OCc2ccc(CO)cc2)O1)N1CCOCC1
    -1	-1	4	-3	15	12	-0.4	2	2
> COC(=O)c1ccc(C(=O)NC2CCCc3c2cnn3-c2ccccc2F)nc1 (stereo not given)
    0	-3	17	1	20	42	-0.2	-6	19
> O=C(OCCN1C(=O)c2ccccc2C1=O)C1CCN(S(=O)(=O)c2cccs2)CC1
    17	2	44	-3	11	25	0.6	3	38
> O=S(=O)(CCc1nc2ccccc2o1)c1ccc(Cl)c(Cl)c1
    -6	-1	8	3	23	6	-1.8	5	2
> CS(=O)(=O)N1CCN(c2ccccc2NC(=O)c2cc(Br)ccc2Cl)CC1
    -6	0	1	-2	3	21	-1.8	-3	7
> COc1ccc(OCCSc2ncn[nH]2)cc1
    -1	2	21	-4	8	6	2.4	-2	11
> Cc1ccc(S(=O)(=O)N2CCN(C(=O)CSCc3ccc(C(C)C)cc3)CC2)cc1
    7	0	25	-4	28	35	0.8	-5	8
> CCC1(CC)NC(=O)N(CC(=O)Nc2ccc(-n3cnnn3)cc2)C1=O
    3	-1	5	-1	-6	-28	2.2	1	6
> CN(C)S(=O)(=O)c1ccc(N2CCCC2)c(C(=O)NNC(=O)COc2ccccc2F)c1
    1	0	8	3	-4	21	0.7	3	7
> O=C(c1ccc(F)cc1)N1CCN(c2ccc(N3CCOCC3)nn2)CC1
    -20	-1	-2	1	0	-9	4.9	1	-8
> CCCCC(=O)Nc1cccn2ncnc12
    18	-2	0	1	-4	-15	-1.8	-2	7
> CSc1ccccc1C(=O)Nc1nccs1
    18	-1	25	-1	13	3	1.8	1	4
> O=[N+]([O-])c1ccc(S(=O)(=O)NCCc2ccncc2)cc1
    -2	-1	9	-1	13	25	-0.4	-2	15

Ordered by SMILES length (descending): 14 of the compounds above.
Order of results: TIM10 inh	GRIN3A LBD mod	tim23-1 inh	APJ agonist	NLRP3 yeast inh	Mdm2 MdmX PPI	UPR CHOP act	XBP1 UPR activ	tim10-1 inh
> O=C(C1=C[C@@H](c2ccccc2)C[C@@H](OCc2ccc(CO)cc2)O1)N1CCOCC1
    -1	-1	4	-3	15	12	-0.4	2	2
> CN(C)S(=O)(=O)c1ccc(N2CCCC2)c(C(=O)NNC(=O)COc2ccccc2F)c1
    1	0	8	3	-4	21	0.7	3	7
> O=C(OCCN1C(=O)c2ccccc2C1=O)C1CCN(S(=O)(=O)c2cccs2)CC1
    17	2	44	-3	11	25	0.6	3	38
> CN(Cc1ccccc1)Cc1nc2c(c(=O)n(C)c(=O)n2C)n1CCCc1ccccc1
    29	0	26	-4	12	15	0.2	1	34
> CS(=O)(=O)N1CCN(c2ccccc2NC(=O)c2cc(Br)ccc2Cl)CC1
    -6	0	1	-2	3	21	-1.8	-3	7
> COC(=O)c1ccc(C(=O)NC2CCCc3c2cnn3-c2ccccc2F)nc1 (stereo not given)
    0	-3	17	1	20	42	-0.2	-6	19
> COc1ccc(CCNC(=O)COC(=O)CCC(=O)c2ccc(F)cc2)cc1
    4	-1	6	-5	-17	-27	-0.8	-2	12
> COc1ccc2oc(C(=O)NC3(C)CCS(=O)(=O)C3)c(C)c2c1 (stereo not given)
    -9	1	-2	2	22	-9	0.2	-3	9
> O=[N+]([O-])c1ccc(S(=O)(=O)NCCc2ccncc2)cc1
    -2	-1	9	-1	13	25	-0.4	-2	15
> O=S(=O)(CCc1nc2ccccc2o1)c1ccc(Cl)c(Cl)c1
    -6	-1	8	3	23	6	-1.8	5	2
> O=C(Nc1nc2nccc(-c3ccccc3)n2n1)c1ccccc1
    15	1	-13	-2	3	-79	3.9	1	-5
> CNC(=S)N1N=C2c3ccccc3CCC2C1c1ccccc1Cl (stereo not given)
    -6	1	-3	-2	12	3	0.2	-6	-5
> COc1ccc(OCCSc2ncn[nH]2)cc1
    -1	2	21	-4	8	6	2.4	-2	11
> CSc1ccccc1C(=O)Nc1nccs1
    18	-1	25	-1	13	3	1.8	1	4

Continued.
Order of results: TIM10 inh	GRIN3A LBD mod	tim23-1 inh	APJ agonist	NLRP3 yeast inh	Mdm2 MdmX PPI	UPR CHOP act	XBP1 UPR activ	tim10-1 inh
> CCOC(=O)CC(C)(C)/C(C)=N/Nc1ccc([N+](=O)[O-])cc1[N+](=O)[O-]
    -11	0	18	2	28	-10	0.9	1	20
> Cc1ccc(S(=O)(=O)N2c3ccccc3NC(=O)CC2C)cc1 (stereo not given)
    -12	-1	3	-2	0	-1	1.0	-1	8
> COc1nonc1NC(=O)CSc1nc2ccccc2[nH]1
    2	-3	15	-1	9	-5	4.7	-4	11
> CCc1ccc(C(=O)NNC(=O)CC2OC(=O)c3ccccc32)cc1 (stereo not given)
    6	0	-6	2	12	-1	2.1	-2	-4
> CCOC(=O)COc1ccc2c(=O)c(-c3ccccc3)coc2c1
    5	0	1	-1	15	34	4.5	2	3
> N/C(=N\OC(=O)CCC1CCCC1)c1ccc(Cl)cc1
    79*	7	59*	5	10	16	1.7	0	61*
> Cc1ccc(-c2nc(CS(=O)(=O)CC(=O)NC3CCCCCC3)c(C)o2)cc1
    19	-2	26	-3	-19	21	-2.0	-3	37
> Cc1nn(CC(=O)NCC2CCCO2)c(=O)c2ccccc12 (stereo not given)
    -13	0	-7	1	10	-6	-0.9	-1	11
> c1ccc2c(OCCCN3CCCCCC3)cccc2c1
    -31	2	2	-3	17	8	5.9	-3	-9
> Cc1ccc(C(=O)Nn2cnnc2)c(Cl)c1
    9	-3	1	0	7	-3	-1.6	-4	0
> Cc1nnc(SC(C)C(=O)Nc2ccc(N3CCOCC3)cc2)n1Cc1ccccc1 (stereo not given)
    8	0	11	-5	14	1	2.5	-1	-7
> CC(=O)CSc1ncnc2nc[nH]c12
    0	2	2	-1	13	21	-2.4	-2	12
> CCOC(=O)Cc1cc(=O)n2[nH]c(C)c(-c3ccc(OC)cc3)c2n1
    0	-1	16	0	-1	18	-0.1	0	5
> N#Cc1c(-c2ccccc2)cc(-c2ccccc2)nc1SCC(=O)O
    1	-1	18	-4	8	-8	-1.8	-3	23
> CC1(C2CC2)NC(=O)N(CC(=O)NCc2ccc(Cl)cc2Cl)C1=O (stereo not given)
    -6	0	-17	-2	5	8	-1.6	-1	-3
> CC(NC(=O)CCCc1c[nH]c2ccccc12)c1ccc(F)cc1 (stereo not given)
    2	-2	18	-5	22	22	1.1	-1	9
> O=C(COc1ccccc1Cl)Nc1cccc(S(=O)(=O)NC2=NCCCCC2)c1
    7	-2	17	0	4	13	0.2	-1	4
> COc1cccc(-n2c(SCC(=O)Nc3sc4c(c3C(N)=O)CCC4)nc3ccccc3c2=O)c1
    21	-4	25	-3	-15	33	-1.1	1	32
> O=C(Nc1ccc(C2=CN(Cc3ccccc3)CCC2=O)cc1)OCc1ccccc1
    9	1	22	2	-14	-23	0.4	-2	17
> Clc1ccc(-c2nnc(-c3ccccc3)nc2-c2c[nH]c3ccccc23)cc1
    -4	7	-28	0	11	12	-0.5	-1	-6
> O=C(CC1C[C@H](C(=O)N2CCCCC2)[C@@]2(CCc3ccccc3)c3[nH]c4ccccc4c3CCN2C1=O)NCCCn1ccnc1 (stereo not given in full)
    1	-3	1	-4	4	7	2.6	2	-14
> COC(=O)[C@H](C)NC(=O)Nc1cc(OC)ccc1OC
    0	-1	-4	-4	2	21	1.2	-2	8
> O=C1CC2(CCCC2)C(=O)N1CN1CCN(S(=O)(=O)c2ccc(Cl)c(Cl)c2)CC1
    -12	2	-5	-2	5	-9	1.3	-3	-1
> COc1ccccc1NC(=O)NN1CCCCC1
    -4	-1	20	1	9	8	1.4	0	6
> C=CCn1c(NCc2cc(C)ccc2O)nc2ccccc21
    6	-30	33	1	10	24	3.8	2	15
> CC1(C)Cc2ccccc2C(N)=C1C#N
    -22	0	9	-2	10	0	0.0	2	-1
> Nc1c(-c2ccccc2)c(CSc2nc3ccccc3[nH]2)nn1-c1cccc(C(=O)O)c1
    12	-5	4	-4	8	20	1.5	-1	18
> Cc1c(C(=O)c2ccccc2)oc2ccc3ccccc3c12
    7	2	-8	3	38	-126	10	2	7
> CCN(CC)Cc1c(O)ccc2c(-c3ccccc3)cc(=O)oc12
    -2	-3	12	9	-2	-10	1.5	-2	2
> O=C(CSc1n[nH]c(=O)[nH]c1=O)N/N=C/c1ccccc1
    -7	-1	-4	2	11	-6	2.5	1	9
> O=S1(=O)C=C(N2CCCCC2)c2ccccc21
    6	-1	20	-2	-1	7	-2.6	-1	17
> Cc1n[nH]c(C)c1NC(=O)c1cc([N+](=O)[O-])ccc1Cl
    -16	0	8	0	10	18	-2.1	2	6
> CCOc1ccc2[nH]c(C(=O)N/N=C/c3cc(OC)c(OC)c(OC)c3)cc2c1
    11	-3	23	2	15	5	3.3	10	15
> O=C(Cc1ccccc1[N+](=O)[O-])NCc1ccc(Cl)cc1Cl
    7	0	38	2	14	-78	4.3	1	33
> CN1CC(c2ccc(C#N)cc2)C2(COc3ccccc3C2=O)C12C(=O)Nc1ccccc12 (stereo not given)
    38	5	48	-2	0	23	1.3	-2	40*
